Assay outcomes (PubChem BioAssay)
Keap1 Nrf2 FP: Keap1-Nrf2 protein-protein interaction inhibitors, primary screen, biochemical, fluorescence polarization, single point; Kelch-like ECH-associated protein 1 (Homo sapiens), Q14145; Keap1 Kelch-Nrf2 peptide fluorescence polarization, 1536-well; inhibition, % at 9.4 µM; 0.15% of 340,000 active; in the data active = inhibition above about 12%;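 note: human Keap1 Kelch domain with fluorescein labeled Nrf2 9mer peptide probe; 0% = neutral control wells and 100% = peptide positive control; higher means more block of Keap1 binding to Nrf2 peptide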
Target sequence (Q14145 whole entry, looked up, the tested form may be a part): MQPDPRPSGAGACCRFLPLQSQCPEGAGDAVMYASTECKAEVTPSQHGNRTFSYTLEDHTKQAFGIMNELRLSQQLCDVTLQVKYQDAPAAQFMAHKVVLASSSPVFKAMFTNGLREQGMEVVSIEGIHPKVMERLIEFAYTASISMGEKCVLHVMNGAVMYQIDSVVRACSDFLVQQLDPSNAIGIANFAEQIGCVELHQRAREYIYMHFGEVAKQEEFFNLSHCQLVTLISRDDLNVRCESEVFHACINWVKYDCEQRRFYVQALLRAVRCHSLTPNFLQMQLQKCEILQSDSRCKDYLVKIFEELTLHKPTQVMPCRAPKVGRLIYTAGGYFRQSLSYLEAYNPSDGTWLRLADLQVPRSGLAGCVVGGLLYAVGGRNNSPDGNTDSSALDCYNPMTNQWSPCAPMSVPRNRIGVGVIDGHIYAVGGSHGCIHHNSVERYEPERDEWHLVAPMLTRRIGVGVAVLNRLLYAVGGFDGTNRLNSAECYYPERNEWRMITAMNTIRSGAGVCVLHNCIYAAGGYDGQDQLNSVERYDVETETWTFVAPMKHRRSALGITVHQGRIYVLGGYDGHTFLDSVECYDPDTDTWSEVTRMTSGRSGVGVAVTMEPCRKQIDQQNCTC
RTF Ca sens inh: cardiac RTF calcium sensitivity inhibitors, primary screen, biochemical, IANBD-TnC fluorescence, EC70 calcium; IANBD-labeled cardiac RTF, Ca2+ fluorescence; Troponin I, cardiac muscle (Homo sapiens) + Troponin T, cardiac muscle (Homo sapiens) + …; 0.12% of 340,000 active; inhibition, % at 7.15 µM;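 active = inhibition above the mean inhibition of all tested compounds plus 3 SD, cut at about 17% in these data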;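 note: assay run at fixed EC70 calcium of 1.6 mM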
SR-BI uptake up: activators of SR-BI mediated DiI-HDL uptake, primary screen, ldlA[mSR-BI] CHO cells, DiI fluorescence; 3 h; 100 = double the neutral-control signal; activation, % at 12.5 µM; 0.096% of 320,000 active; AID 504775, 2011;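 active = mean replicate activation of at least 60% and every replicate at or above 60%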;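 note: 0% = median plate neutral-control signal and 100% = twice that signal; values of inactives mirror those of a sister screen read the other way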
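system = CHO ldlA[mSR-BI] cells, LDL receptor-null, SR-BI overexpressing | medium = Ham's F12 with 0.5% BSA, HEPES 25 mM, pH 7.4 | probe or stimulus = DiI-HDL 10 µg/mL | compound dosing = single-point compound dose | incubation = compound exposure 3 h, 37 °C | technique = DiI fluorescence, bottom read | read-out = cell-associated DiI fluorescence as measure of HDL uptake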
CAL PDZ FP-1: untagged CAL PDZ binding inhibitors, primary screen, biochemical, fluorescence polarization, HTS | Golgi-associated PDZ and coiled-coil motif-containing protein (Homo sapiens), Q9HD26 | purified CAL PDZ, TMR-peptide fluorescence polarization, 1 h | inhibition, % at 24.9 µM | 0.92% of 300,000 active | AID 602252, 2012;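 active = mean inhibition of at least 30% with at least half of replicates also reaching 30%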;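 note: 0% = DMSO neutral control and 100% = excess unlabeled competitor peptide PRC23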
PKA-R2B act: activators of PKA-R2B holoenzyme, primary screen, biochemical, fluorescence polarization, Cy5-IP20, human | AID 504700, 2011 | activation, % at 11.4 µM | 0.079% of 340,000 active | cAMP-dependent protein kinase catalytic subunit beta (Homo sapiens) + cAMP-dependent … | PKA-R2B holoenzyme dissociation; R2B truncated from residue 108, S112A mutant; 0% DMSO only, 100% 113 µM cGMP;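 active = activation above a cutoff set at the mean over all compounds plus 3 SD, cut at about 18% in these data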;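 note: higher means more holoenzyme dissociation and a rise in polarization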
DAGLB inhibitor: DAGLB lipase inhibitors, primary screen, biochemical, fluorescence, HTS | inhibition, % at 5.17 µM | AID 504411, 2011 | 0.059% of 340,000 active | HEK293T DAGLB membrane lysate, EnzChek fluorogenic substrate; in the data active = inhibition above about 34%;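 note: 0% = enzyme with vehicle and 100% = wells lacking enzyme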
Rtt109 Vps75: inhibitors of C. albicans Rtt109/Vps75 HAT, primary screen, biochemical, ThioGlo CoA-SH fluorescence, plate reader. purified Rtt109/Vps75, 4 h. inhibition, % at 34.9 µM. AID 540336, 2011. 0.16% of 330,000 active;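 active = inhibition of at least 50% in every replicate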
Target sequence (Q5AAJ8 whole entry, looked up): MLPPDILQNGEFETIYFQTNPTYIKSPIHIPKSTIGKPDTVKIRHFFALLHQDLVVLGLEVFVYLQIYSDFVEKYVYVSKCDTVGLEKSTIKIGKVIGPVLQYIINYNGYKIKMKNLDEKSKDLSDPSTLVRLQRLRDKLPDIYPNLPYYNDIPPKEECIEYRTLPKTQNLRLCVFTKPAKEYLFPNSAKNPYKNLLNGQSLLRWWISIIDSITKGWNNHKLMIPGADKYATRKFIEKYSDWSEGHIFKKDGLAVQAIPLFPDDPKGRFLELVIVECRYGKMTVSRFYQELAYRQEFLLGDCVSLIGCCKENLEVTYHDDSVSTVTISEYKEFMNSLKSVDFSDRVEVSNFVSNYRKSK
CAL PDZ FP-2: CAL PDZ peptide-binding inhibitors, primary screen, biochemical, fluorescence polarization, Cer-tagged CAL PDZ, HTS; Golgi-associated PDZ and coiled-coil motif-containing protein (Homo sapiens), Q9HD26; purified CAL PDZ, TMR-peptide fluorescence polarization, 1 h; inhibition, % at 20 µM; 0.02% of 330,000 active; AID 504414, 2011;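 active = highest replicate inhibition of at least 40%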;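 note: plate controls were DMSO neutral control wells for no effect and unlabeled competitor peptide control wells for full effect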
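Material: tagged CAL PDZ protein CerCALP, purified; buffer or medium: sodium phosphate/NaCl buffer pH 7.4 with TCEP, IgG, Thesit; also added: fluorescent TMR peptide probe; schedule: 1 h incubation at room temperature before polarization reading; technique: fluorescence polarization from S- and P-plane intensities, G-factor corrected; control set: unlabelled peptide and DMSO controls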
C-LANA FP: inhibitors of KSHV C-LANA binding to DNA, primary screen, biochemical, fluorescence polarization, FAM-LBS DNA, MBP-C-LANA, single point; inhibition, % at 9 µM; 0.078% of 340,000 active; AID 504423, 2011;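 active = highest replicate inhibition at or above 60% at 9 µM, even if other replicates fall short; inactive = all replicates below 60% inhibition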;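 note: 0% = neutral control wells and 100% = 4 µM acridine orange control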
cardiac RTF act: cardiac RTF calcium sensitivity activators, primary screen, biochemical, IANBD-TnC fluorescence, EC20 calcium; Troponin I, cardiac muscle (Homo sapiens) + Troponin T, cardiac muscle (Homo sapiens) + …; IANBD-labeled TnC RTF fluorescence at EC20 calcium; 0% EC20 calcium, 100% full calcium; activation, % at 7.2 µM; 0.24% of 340,000 active; AID 493008, 2010;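 active = activation above the mean over all tested compounds plus 3 SD, cut at about 30% in these data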;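 note: rise in fluorescence read as greater calcium sensitivity of cardiac thin filaments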
* marks the source's active call; other numbers are inactive results; i = inactive; · = not tested or not shown; + = active, no number. Outcome played no part in choosing rows. Share with any hit: about 1.6%.

SMILES	Keap1 Nrf2 FP	RTF Ca sens inh	SR-BI uptake up	CAL PDZ FP-1	PKA-R2B act	DAGLB inhibitor	Rtt109 Vps75	CAL PDZ FP-2	C-LANA FP	cardiac RTF act
CC1=NN2C(=N)/C(=C\c3ccc(SCc4ccccc4)o3)C(=O)N=C2S1	-2	-3	31	55*	-2	2	-23	-0.9	2.9	4
CCOC(=O)C1=C(C)Nc2ccccc2N=C1NC(=O)C1CCN(C(=O)c2ccccc2C)CC1	-2	-4	8	-3	-3	0	4	0.8	-2.2	3
CCOC(=O)/C(C(=O)Nc1ccccc1Br)=C1/NC(C)(C)Cc2ccccc21	-1	-13	0	-3	2	-5	-3	-0.7	0.3	0
Cc1cc(OC(C)C(=O)N2C[C@H]3C[C@@H](C2)c2cccc(=O)n2C3)c2c(C)c(C)c(=O)oc2c1 (stereo not given in full)	-3	-7	10	-1	8	-2	1	-1.3	-1.2	6
COc1ccc(NC(=O)NS(=O)(=O)c2ccc(C)cc2)cc1OC	2	-6	-10	-1	-8	2	1	1.0	3.1	3
O=C(Nc1nc2c(F)cccc2s1)c1ccc([N+](=O)[O-])o1	-3	-1	2	-1	2	2	2	-0.1	0.0	-4
C=CCSc1nnc(C)c(/C=C/Nc2ccc(Cl)cc2)n1	-19	·	-49	-1	·	·	-4	-1.5	-0.6	·
COc1ccccc1NC(=O)Cn1c(=O)sc2ccccc21	-4	-3	-8	0	-14	-2	2	-1.9	0.4	1
CCCOc1nc2ccccc2cc1/C=C/C(=O)O	-5	-7	-1	·	-2	-10	-7	-1.4	3.3	13
CC1(CCc2ccccc2)NC(=O)N(CC(=O)Nc2ccccc2C#N)C1=O (stereo not given)	-3	10	9	5	-10	-1	0	-0.8	1.3	-4
O=C(c1ccc(NS(=O)(=O)c2cccs2)cc1)N1CCN(c2ccccc2Cl)CC1	-6	-16	-13	·	-9	0	-5	-0.6	-0.8	7
COc1ccc(C2C(C#N)=C(N)Oc3c2ccc2cccnc32)cc1OC (stereo not given)	-6	-4	41	·	12	3	-6	-2.0	1.8	-2
COc1ccccc1C1CCN(Cc2ccc(Cl)c(Cl)c2)CC1	-4	3	·	4	0	-18	-2	·	-0.5	3
O=C(COC(=O)c1cc2ccccc2oc1=O)c1cccc([N+](=O)[O-])c1	2	8	15	-2	-8	1	1	-1.5	-0.2	-2
COc1ccc(/C=N/Nc2ccc(C(=O)O)cc2)c(OC)c1OC	0	2	-4	3	4	-1	1	0.3	-0.3	-5
O=C(CSc1nnnn1-c1ccc(F)cc1)NCc1cccs1	3	-3	-4	2	-8	0	0	-2.4	1.4	-3
CCO[C@H]1OC(C(N)=O)=C[C@@H](c2ccccc2)[C@@H]1CCCO	2	0	13	0	-7	-4	-4	0.3	0.1	1
COc1ccc(C(=O)NCCCNC(=O)c2cnccn2)cc1Br	5	-21	·	·	-6	1	12	-0.3	-0.2	0
COc1ccc(NC(=S)N2CCN(C/C=C/c3ccccc3)CC2)cc1	-1	-13	-10	-2	-8	-1	0	-0.3	2.9	-2
CCc1ccccc1NC(=S)N(Cc1ccco1)C(C)c1cccs1 (stereo not given)	2	-4	-3	4	1	0	-2	-2.0	0.3	1
O=C1c2cc([N+](=O)[O-])ccc2-c2ncccc21	-5	-12	-11	-1	2	-1	-14	0.2	-2.6	8
Cc1cc(Cl)c(S(=O)(=O)Nc2cc(S(=O)(=O)N3CCOCC3)ccc2F)cc1OCC(N)=O	1	-5	12	·	-4	-1	6	0.6	-1.3	7
COc1ccc(S(=O)(=O)Nc2ccccc2-c2nc3ccccc3[nH]c2=O)cc1	0	-3	3	-6	2	1	-4	-3.6	-0.1	-1
COc1cc(NC(=O)CCN2CCN(c3ccccc3F)CC2)cc(OC)c1	2	-13	-9	-5	5	0	2	-0.5	0.0	-4
COc1ccc(CCNc2ncnc3[nH]ncc23)cc1OC	-1	5	-13	-4	0	1	0	-3.3	-0.5	2
CCOC(=O)c1cnc(SCc2cccc3ccccc23)nc1N	-4	-2	-26	-2	-5	-10	-2	-1.6	0.3	0
COc1ccccc1NC(=O)CSc1nnc(Cc2ccccc2)o1	0	-2	26	·	5	-9	-5	-1.7	-0.8	-1
Nc1nn(-c2ccccc2)c(N)c1N=Nc1ccccc1	1	6	-21	1	6	1	-7	-1.1	-0.7	-8
Cc1cccc(C(=O)Oc2cccc3c(O)cccc23)c1	2	2	-1	1	-9	-4	3	0.1	1.4	-5
N#CC1(NC(=O)COC(=O)CCCN=C2NS(=O)(=O)c3ccccc32)CCCCC1	-2	-4	27	-4	-4	-4	0	-2.1	-0.3	-5
CC(C)=NNc1nc2sc3c(c2c(=O)[nH]1)CC(C)(C)OC3	-1	-3	15	-3	4	2	0	-0.3	0.7	-2
COC(=O)c1cccnc1-n1c(=O)c2cccnc2n(Cc2cccc(C(F)(F)F)c2)c1=O	2	-3	·	-1	1	-2	2	-2.3	-0.1	-4
Cc1ccc2cc(NC(=O)CC(CC(=O)O)c3ccccc3)ccc2n1 (stereo not given)	-3	-8	15	0	-4	-1	-7	-0.1	0.7	6
COc1ccc(CNC(=S)Nc2ccc(Br)cc2)cc1	-1	-9	7	-2	1	-1	0	-0.9	-1.8	8
COc1ccc(-n2c(NNC(C)=O)nc3sc4c(c3c2=O)CCCC4)cc1	-1	-3	-5	0	6	0	0	-0.1	3.1	-1
CSc1ncc(Cl)c(C(=O)Nc2c(C)cccc2C)n1	-4	-6	-10	-4	-6	-2	-7	-1.0	-1.7	-1
CN(C)C(CNC(=O)c1cc(S(=O)(=O)N(C)c2ccc(F)cc2)ccc1Cl)c1ccco1 (stereo not given)	-2	-10	32	-5	3	-1	0	-2.2	-2.3	-3
O=C(OCc1nnc(-c2ccccc2)o1)c1cccc(-n2cnnn2)c1	-2	9	-8	-2	-2	-2	-4	-0.3	-1.4	-1
O=C(NCc1ccccc1)c1cc(-c2ccncc2)nc2ccccc12	-3	-10	-23	-3	-5	-1	4	-0.5	0.5	-2
CN1C2CCC1/C(=C/c1cccn1C)C(=O)/C2=C\c1cccn1C	-262	-290	-11	·	-10	-37	28	-0.3	-78	367*
COCCCNC(=O)C(C#N)c1nc2ccccc2nc1N1CCN(Cc2ccccc2)CC1 (stereo not given)	0	-2	-24	-3	-4	2	-10	0.3	1.4	1
Cc1cccc(-c2nnc3n2N=C(c2ccccc2Br)CS3)c1	-2	-10	-8	-3	-7	2	2	-6.2	1.3	-6
CC(=O)n1nc(-c2ccncc2)nc1SCC(=O)Nc1cccc(Cl)c1	0	-29	5	45*	-2	2	0	-1.5	-0.6	6
CC(NC(=O)C12CC3CC(CC(C3)C1)C2)C(=O)NN=Cc1ccc([N+](=O)[O-])o1 (stereo not given)	1	-4	2	-3	-3	0	4	-0.3	2.4	7
Cc1onc(-c2ccccc2Cl)c1C(=O)Nc1nnc(Cc2ccc(Cl)cc2)s1	-5	-7	-7	-5	0	3	5	-1.3	-0.7	2
Cc1ccc(N2CCN(C(=O)C3CCN(S(=O)(=O)c4cccc5nsnc45)CC3)CC2C)cc1 (stereo not given)	2	7	·	-2	2	0	9	18	-1.0	-3
CCn1c(SCC(=O)N2CCCC(C)C2)nc2c1c(=O)n(C)c(=O)n2C (stereo not given)	0	-1	7	+	-4	-2	-3	-0.8	-0.2	-5
COC(=O)Cc1ccc2c3ccccc3n(C)c2c1	1	-11	2	-7	-2	-1	6	-0.7	-1.8	0
C#CCNC(=O)C1=C[C@@H](C2CCCCC2)C[C@@H](OCCCCO)O1	-3	4	34	0	-1	0	4	0.3	-1.7	-3
Cc1cnc(NS(=O)(=O)c2ccccc2)c(C)n1	-4	-12	10	1	-1	2	-1	-0.2	-1.4	-1

Three compounds from above, ordered by length of the SMILES, low to high.
SMILES	Keap1 Nrf2 FP	RTF Ca sens inh	SR-BI uptake up	CAL PDZ FP-1	PKA-R2B act	DAGLB inhibitor	Rtt109 Vps75	CAL PDZ FP-2	C-LANA FP	cardiac RTF act
O=C(NCc1ccccc1)c1cc(-c2ccncc2)nc2ccccc12	-3	-10	-23	-3	-5	-1	4	-0.5	0.5	-2
C#CCNC(=O)C1=C[C@@H](C2CCCCC2)C[C@@H](OCCCCO)O1	-3	4	34	0	-1	0	4	0.3	-1.7	-3
COc1ccc(S(=O)(=O)Nc2ccccc2-c2nc3ccccc3[nH]c2=O)cc1	0	-3	3	-6	2	1	-4	-3.6	-0.1	-1

(more compounds)
SMILES	Keap1 Nrf2 FP	RTF Ca sens inh	SR-BI uptake up	CAL PDZ FP-1	PKA-R2B act	DAGLB inhibitor	Rtt109 Vps75	CAL PDZ FP-2	C-LANA FP	cardiac RTF act
CCOc1ccc(NC(=O)CCC(=O)N2CCSc3ccccc32)cc1	-3	2	-10	-2	2	-4	4	-0.1	-0.2	-11
Cc1cccc(C)c1NC(=S)N1CCOCC1	-2	-3	11	1	-8	-1	3	-0.3	-1.5	0
COc1cc(Cl)c(C)cc1NC(=O)COC(=O)C1CC1C (stereo not given)	0	-3	-15	-2	-16	-10	-3	-2.5	-1.4	-1
N#C/C(C(=O)Oc1ccccc1)=C1\C=Cc2ccccc2N1	-5	6	1	-4	-3	-1	-3	·	1.0	-3
Cc1cccc2c1-c1sc(C(=O)NCCCN3CCCC(C)C3)cc1CO2 (stereo not given)	1	-1	-26	-8	7	2	i	-4.0	-1.4	-4
O=C1CSC(c2ccccc2[N+](=O)[O-])N1c1cccc(F)c1 (stereo not given)	-3	5	8	·	-20	-1	5	-0.9	-1.3	6
O=C(CCN1CCCCC1)Nn1c(=S)[nH]c2ccccc2c1=O	-46	-2	0	0	0	1	-3	-0.1	-2.3	-2
COc1ccccc1C(=O)NCCC(=O)N1CCCC(C(F)(F)F)C1 (stereo not given)	1	0	-2	·	6	1	-4	-2.7	-1.9	-2
